Screens as filed in PubChem.
POLK inh = blocks human DNA polymerase kappa activity; Q9UBT6; purified Pol kappa, fluorescent DNA synthesis assay, 10 min; Potency, µM (top dose mostly 107 µM), inactives show at the top dose activity, negative = inhibition, hits mostly inhibitors; 400,000 compounds, 0.53% hits; AID 588579; note: potency is the fitted concentration of half-maximal effect; % is set by controls: 0 for no effect and ±100 for the full control effect
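Pol kappa 10 nM + cpd, 15 min RT; start w/ substrate 50 nM final; fluorescence kinetic read, 0 and 10 min. Neg ctrl: buffer, no enzyme.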
RGS4 inh = blocks human RGS4-accelerated GTP hydrolysis | 390,000 compounds, 0.039% hits | Potency, µM (titrated, usually from 114 µM), for the others: at the top dose activity change, negative = inhibition, hits mostly inhibitors | Transcreener GDP fluorescence polarization, RGS4-accelerated GTP hydrolysis; note: potency is the fitted concentration of half-maximal effect; % is set by controls: 0 for no effect and ±100 for the full control effect; nearly all actives have a fitted effect of over 75% in size; some results filed as inactive show a strong effect at the top dose
Target sequence (P49798 whole entry, looked up): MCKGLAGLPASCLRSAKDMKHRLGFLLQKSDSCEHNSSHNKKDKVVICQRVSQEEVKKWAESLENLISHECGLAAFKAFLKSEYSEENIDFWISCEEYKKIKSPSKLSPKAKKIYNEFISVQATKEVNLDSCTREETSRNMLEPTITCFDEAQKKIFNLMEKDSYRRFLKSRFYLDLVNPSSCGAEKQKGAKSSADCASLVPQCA
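MLSMR compounds (23 nl, pin-transferred) preincubated 10 min at room temperature with a 500nM (2x) first reagent, then RGS4 at 900nM (2x) plus Transcreener GDP mix added; fluorescence polarization (620/688 nm) read before and after 90 min at 30 °C.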
POLH inh = DNA polymerase eta (human) inhibition; recombinant Pol eta, fluorescent DNA replication assay; 390,000 compounds, 1.2% hits; Potency, µM (highest dose often 114 µM), inactives show at the top dose activity change, negative = inhibition, most hits filed as inhibitors; Q9Y253; AID 588591; note: potency is the fitted concentration of half-maximal effect; % is set by controls: 0 for no effect and ±100 for the full control effect
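Fluorescent replication assay: 50 nM final substrate added after a 15 min room-temperature compound preincubation with 10 nM enzyme. Signal taken at 0 min and again at 10 min.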
ERG Ets-DNA blk = blocks human ERG Ets domain binding to DNA. Potency, µM (top dose mostly 76.9 µM), for the others: top-dose FP activity, negative = inhibition, hits mostly inhibitors. 370,000 compounds, 0.028% hits. fluorescence polarization, His-ERG Ets domain / labelled DNA; active = well fitted inhibition curve with a large enough effect in the polarisation, with a control signal flat; inconclusive = small, poorly fitted or top-dose-only effect, or effect the other way, or a change in a side signal; inactive = no such curve, though single readings can be large or run the other way; the % refers to the polarisation;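 note: polarization taken with two DNA probes labelled with fluorescein and Texas red; potency is the fitted concentration of half-maximal effect; % of control where 0% means no effect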
Target sequence (P11308 whole entry, looked up, the tested form may be a part): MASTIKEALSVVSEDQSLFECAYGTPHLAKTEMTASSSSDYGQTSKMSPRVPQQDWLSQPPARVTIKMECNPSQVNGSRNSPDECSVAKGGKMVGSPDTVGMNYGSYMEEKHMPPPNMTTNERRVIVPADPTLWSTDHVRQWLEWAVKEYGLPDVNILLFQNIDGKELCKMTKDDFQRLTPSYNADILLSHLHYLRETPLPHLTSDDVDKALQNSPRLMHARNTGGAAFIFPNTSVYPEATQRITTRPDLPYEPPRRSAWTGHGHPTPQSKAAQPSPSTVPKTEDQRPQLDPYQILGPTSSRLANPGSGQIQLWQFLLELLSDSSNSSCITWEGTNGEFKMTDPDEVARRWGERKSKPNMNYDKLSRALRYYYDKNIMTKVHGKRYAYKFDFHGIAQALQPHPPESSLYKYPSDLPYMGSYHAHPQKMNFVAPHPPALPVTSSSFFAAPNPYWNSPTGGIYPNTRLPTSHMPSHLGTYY
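His-tagged ERG Ets domain (1 uM in the protein solution; 300mM KCl, 50mM Tris-HCl, 1mM EDTA, 1mM DTT, pH 7.5) received compound, then a probe mix of 5 nM fluorescein-DNA and 100nM Texas-615-DNA. Fluorescence polarization was read for both dyes.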
Apoferritin bind = binds horse apoferritin like a general anesthetic; P02791; apoferritin/1-aminoanthracene competitive binding, fluorescence; Potency, µM (doses to about 77.5 µM), inactives show at the top dose activity change, negative = displacement, hits mostly inhibitors; 350,000 compounds, 0.074% hits; note: potency is the fitted concentration of half-maximal effect; % is set by controls: 0 for no effect and ±100 for the full control effect; nearly all actives have a fitted effect of over 20% in size
Target sequence (P02791 2-175 limits assumed): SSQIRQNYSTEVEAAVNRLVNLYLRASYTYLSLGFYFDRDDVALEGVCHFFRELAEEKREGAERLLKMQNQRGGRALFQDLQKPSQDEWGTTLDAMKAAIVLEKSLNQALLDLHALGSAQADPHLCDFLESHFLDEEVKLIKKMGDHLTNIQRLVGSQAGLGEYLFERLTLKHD
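Concentration-response curves derived by four-parameter Hill fitting of normalized fluorescence, where compounds displaced 1-AMA from 10 uM horse apoferritin following a brief 10 min room-temperature incubation; propofol titration acted as positive control.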
ALOX12 inh = ALOX12 (human) lipoxygenase inhibition. purified 12hLO, xylenol orange hydroperoxide absorbance. Potency, µM (top dose mostly 108 µM), for inactives: top-dose activity change, negative = inhibition, hits mostly inhibitors. 580,000 compounds, 1.1% hits; note: potency is the fitted concentration of half-maximal effect; % is set by controls: 0 for no effect and ±100 for the full control effect
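Purified human 12hLO at 150 nM in 25 mM Hepes, 0.01% Triton X-100, pH 7.0, preincubated 15 min at room temperature with compound. Reaction started with 40 uM arachidonic acid, 30 min at room temperature. Hydroperoxide measured by Fe-xylenol orange, 573/405 nm absorbance ratio.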
POLB inh = DNA polymerase beta (human) inhibition | 340,000 compounds, 1.3% hits | AID 485314 | Potency, µM (series often up to 114 µM), for the others: at the highest dose activity change, negative = inhibition, usual class: inhibitors | P06746 | Pol beta primer extension/strand displacement, fluorescence kinetic; note: potency is the fitted concentration of half-maximal effect; % is set by controls: 0 for no effect and ±100 for the full control effect
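Pol beta (10 nM) was preincubated with compound for 15 min at room temperature. The reaction was then started with 50 nM substrate and read immediately and after a further 10 min at room temperature.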
LDHA block = blocks human lactate dehydrogenase A; P00338; purified LDHA, NADH/diaphorase-resazurin fluorescence; active compounds read low; activity change, % (values are at about 110 or 230 µM); 480,000 compounds, 0.15% hits; in the data active = activity change below about -30%; inconclusive = mostly about -25% to -30%;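 note: plate controls were DMSO wells for no effect and wells without enzyme for full effect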
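Remaining NADH was detected by diaphorase (0.133 mg/mL) converting 37 µM resazurin to fluorescent resorufin, read at 0 and 20 minutes. The preceding 5-minute room-temperature reaction used 2 nM LDHA, 0.2 mM sodium pyruvate and 0.06 mM NADH at pH 7.4.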
APEX1 inh = inhibitors of human APE1 endonuclease. P27695. 350,000 compounds, 0.35% hits. Potency, µM (doses to about 65.8 µM), without a hit: top-dose activity change, negative = inhibition, actives largely listed as inhibitors. recombinant APE1, TAMRA/BHQ-2 abasic DNA cleavage fluorescence. AID 2517;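 note: potency is the fitted concentration of half-maximal effect; plate controls were vehicle for no effect and reference inhibitor for full effect; nearly all actives have a fitted effect of over 55% in size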
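Readout is kinetic fluorescence (ex 525, em 598 nm) from cleavage of 50 nM TAMRA/BHQ-2 THF abasic duplex by 0.75 nM APE1, compound added 15 min beforehand at RT.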
Starred values were filed as active, the others as inactive; u = inconclusive; x = no result given; & = joins results of further samples; [ ] = dose if it differs, or a comment. Unless noted, calls come from the whole dose curve; as a rule, active = well fitted curve in the direction sought with a large enough effect; inconclusive = small, poorly fitted or top-dose-only effect, or another doubt; inactive = no such curve, though single readings can be large; an effect the other way counts as inactive or inconclusive. A portion of the library (hit frequency here may not be typical).

SMILES	POLK inh	RGS4 inh	POLH inh	ERG Ets-DNA blk	Apoferritin bind	ALOX12 inh	POLB inh	LDHA block	APEX1 inh
CCN1C[C@]2(C)CC[C@H](OC)[C@]34C2[C@H](OC(C)=O)[C@@]2(OCO[C@@]25C[C@H](OC)[C@H]2C[C@]3(O)C5[C@H]2OC)[C@@H]14	-15%	43%	2%	-9%	-5%	2%	37%	-1	26%
O=C1NC(=O)N(c2ccc3c(c2)OCO3)C(=O)/C1=C/c1ccc(N2CCCCC2)o1	-8%	-28%	-17%	22%	-17%	0%	21%	-1	-7%
CCC(=NCc1cccnc1)c1c(O)n(-c2ccc(Cl)cc2)c(=O)[nH]c1=O	9%	0%	75%[activator]	7%	-1%	u	4%	1	-3%
CCN1CCN(Cc2ccccc2C)CC1	-1%	-17%	1%	-6%	0%	-11%	27%	-4	13%
COc1ccc2[nH]cc(CCN(C)C)c2c1	0%	-37%	-12%	3%	-4%	-18%&-19%	-17%	-7	-2%&3%&1%
Cc1noc(C)c1CC(=O)N1CCCC(N2CCN(c3ccccc3F)CC2)C1 (stereo not given)	-2%	-6%	-16%	-13%	x	0%	x	0	x
O=C1CC(=O)N(c2ccccc2)C(=O)N1c1ccccc1	-5%	-14%	-1%	16%	-18%	-9%	3%	-5	10%
CC1CCCC(C)N1/N=C/c1c[nH]c2ccc(Br)cc12 (stereo not given)	0%	-13%	u	15%	u	u	-6%	3	7%
CCCC(C)C1(CC)C(=O)N=C(S)NC1=O (stereo not given)	-8%[60.1 µM]	x	x	x	u	-10%[22.9 µM]	x	x	1%&0%
CC(C)OC(=O)C1C(=O)NC2(C)CC1c1ccccc1O2 (stereo not given)	5%	-13%	-12%	-3%	-13%	-19%	-3%	0	5%
COc1ccc(C(=O)C2CCCN(Cc3ccon3)C2)c(OC)c1 (stereo not given)	u	4%	u	-10%	-12%	2%	0%	-5	-1%
COCCNC(=O)N1[C@H]2CC[C@@H]1C(C(=O)OC)=C(c1ccc(OC)c(OC)c1)C2	3%	-17%	-19%	6%	x	7%	x	0	10%
COc1ccc(CC2NCCc3cc(OC)c(OC)cc32)cc1OC (stereo not given)	-1%[60.1 µM]	x	x	x	-1%	10%[57.4 µM]	x	x	-2%
O=C(N/N=C/c1c(O)n(CCc2ccccc2)c(=O)[nH]c1=O)c1ccccc1	-4%	-30%	-21%	3%	-11%	261%[activator]	u	0	0%
COC(=O)C1=C(c2ccc(C(C)=O)cc2)C[C@@H]2CC[C@H]1N2C(=O)NCC1CC1	4%	16%	-3%	-1%	x	x	x	-1	-9%
COC1C(O)C(C)OC(OC2CCC3(C)C(CCC4C3C(O)CC3(C)C(C5=CC(=O)OC5)CCC43O)C2)C1O (stereo not given)	-21%	-8%	-8%	x	x	4%	x	-2	x
CCOC(=O)c1ccc(N=C(C)c2c(O)[nH]c(=O)[nH]c2=O)cc1	3%	10%	-7%	7%	6%	u	12%	-6	14%
CCc1ccccc1NC(=O)C(CC)Oc1ccccc1-c1nnc(-c2ccccc2)o1 (stereo not given)	-15%	-37%	-15%	3%	-7%	-11%	-7%	1	x
COc1ccc([N+](=O)[O-])cc1NC(=O)COC(=O)c1ccccc1C(=O)c1ccccc1	-4%	u	-12%	22%	-13%	-5%	-24%	-3	-8%
CCCCOc1ccc(CN2C(=O)C(=O)c3cc(C)ccc32)cc1OC	-12%	-47%	-8%	2%	u	u	-22%	0	x
O=c1c2ccccc2nc(-c2ccco2)n1-c1ccncc1	-13%	-14%	-26%	-1%	-14%	30%[activator]	12%	-3	13%
Cc1ccc(O)c(C(=O)c2cc(C(=O)NCCC(C)C)c(=O)n(CCC(C)C)c2)c1	-9%	5%	-5%	26%	u	-20%	-12%	4	-5%
CCOc1ccc(-c2cc(C)[n+](CCN(CC)CC)c(-c3ccc(OCC)cc3)c2)cc1	0%	28%	-17%	7%	40%[activator]	11%	1%	0	-7%
Cc1ccc(C(=O)C2CN(C)CC2C(=O)c2ccc(C)cc2)cc1 (stereo not given)	4%	-22%	-5%	1%	u	u	20%	-8	-5%
CC(C)(C)P(=O)(NCc1ccccc1)c1ccccc1 (stereo not given)	-6%	-29%	10%	7%	-2%	-17%	-26%	1	4%
COc1cc2c(c(OC)c1OC)-c1ccc(OC)c(=O)cc1[C@@H](NC(C)=O)CC2	-7%[60.1 µM]	6%[56.9 µM]	-4%[57.1 µM]	-10%	-14%&0%	1%&9%&-6%&0%	14%[57.1 µM]	-4	-5%&-7%&4%&24%&1%&-2%
C[C@]12CCC3C(CC[C@H]4C[C@H](N)CC[C@]34C)C1CC[C@H]2O (stereo not given in full)	11%	9%	-13%	-5%	54%[activator]	69%[activator]	27%	1	-10%
C=CCCC1(C(C)C)C(=O)NC(=S)NC1=O	-6%	-3%	-12%	-1%	x	-22%	x	-6	x
CC(C)NCC(O)c1ccc(N)c(C#N)c1 (stereo not given)	4%&-2%[19.4 µM]	u	x	x	3%&3%	1%[176 µM]	x	x	-1%&-2%
COC(=O)C1=CO[C@@H](C)[C@@H]2CN3CC[C@]4(C(=O)Nc5ccccc54)[C@@H]3C[C@H]12	-11%	3%	-9%	2%	-11%	-6%	-6%	0	23%
CCCCn1c(O)c(C(C)=NCCc2ccccc2)c(=O)[nH]c1=O	2%	-1%	-9%	-5%	-19%	-2%	-20%	1	2%
CNCCc1nc(N)n[nH]1	-13%	0%	-10%	-6%	2%	u	21%	-6	2%
CC(C)COc1ccc(C2(C#N)CC[N+](C)(C)CC2)cc1	-4%	12%	-5%	21%	u	-1%	u	-2	6%
O=C(O)c1cccc2nc3ccccc3nc12	2%	-9%	-15%	-1%	-5%	u	-28%	3	18%
O=C1CN=C(c2cccc(Br)c2)c2cc(Br)ccc2N1	3%	-17%[56.9 µM]	-15%	-18%	-6%	u	12%	-5	17%
O=[N+]([O-])c1ccc(N2CCNCC2)cc1Sc1ccccn1	-1%	-36%	-6%	-2%	-16%	-11%	29%	-1	-7%
Nc1ccc(Sc2ccc(N)cc2)cc1	-4%	-50%	-18%	-8%	x	-15%	x	0	4%
Cc1ccccc1-n1c(O)c(C=Nc2ccc(N(C)C)cc2)c(=O)[nH]c1=O	-6%	u	-8%	-9%	u	-4%	83%	7	-4%
Cc1nn(Cc2ccc(Cl)cc2Cl)c(Cl)c1C(=O)Nc1ccc(OC(F)F)cc1	-5%	-16%	-14%	2%	3%	-8%	23%	0	1%
Cc1ccc(-c2cn3c(=S)[nH]nc3s2)cc1	-12%	u	-7%	5%	-19%	u	3%	-4	-6%
COc1cc2c(cc1OC)[C@@]13CCN4CC5=CCO[C@H]6CC(=O)N2[C@H]1[C@H]6[C@H]5C[C@H]43	8%	4%	-9%	-2%	2%	1%	-7%	-8	6%&20%
Cc1ccc(C)c(CN2C(=O)c3ccccc3S(=O)(=O)c3ccc(C(=O)N4CCCCCC4)cc32)c1	-10%	-2%	x	u	-20%	-9%	1%	-13	x
O=c1[nH]c(=S)n(CCC2=CCCCC2)c(O)c1C=NCCCn1ccnc1	-8%	1%	u	7%	-18%	-13%	26%	-7	16%
CN(C)C(=O)Oc1ccc(-c2cn3cc(C(F)(F)F)ccc3n2)cc1	-13%	-15%	-20%	-9%	-10%	-31%	-1%	-5	6%
COc1ccc(-c2nn(CCC#N)cc2C(=O)Nc2ccccc2Br)cc1	5%	-13%	-5%	4%	-4%	0%	1%	-1	40%
O=C(COc1ccccc1[N+](=O)[O-])N1CCN(CCc2ccncc2)CC1	1%	16%	-17%	-1%	9%	-30%	-10%	-13	x
Cc1cc(C(=O)N=Nc2c(O)n(C)c3ccccc23)c(C)o1	-13%	-19%	u	-7%	6%	-5%	5%	-6	-5%
CCCCCSc1cc(OC)c(CCNC)cc1OC	-8%	7%	-19%	-3%	-21%	u	2%	0	u
COP(=O)(OC)c1nc(-c2cccc3ccccc23)oc1N1CCOCC1	-20%	-6%	-12%	4%	208%[activator]	u	16%	-2&-9	13%
CN1C(=O)c2ccccc2Sc2ccc(C(=O)N3CCC4(CC3)OCCO4)cc21	-5%	0%	-15%	-5%	-5%	12%	38%	-4	5%
Cc1ccc(OP(N)(=O)Oc2ccc(C)cc2)cc1	-10%	2%	-17%	3%	-4%	-18%	-26%	-7	0%
OC(c1ccccc1)(c1ccccc1)C1CCNCC1	-24%	7%	-13%	-2%	-18%	-14%	14%	-14	-8%
Cn1c(NN=O)nc2ccccc21	-17%	-7%	-20%	-1%	-15%	-1%	2%	-8	1%
CCCCCc1nc2c(c(=O)c3ccccc3n2C)c(=O)n1C1CCCCCC1	-13%	-16%	u	2%	u	u	0%	-8	-3%
CNC(=O)Oc1ccccc1OC(C)C	-1%	14%	1%	-2%	-9%	1%	x	-8	0%
COC(=O)C1=CO[C@@H](C)[C@@H]2CN3CC[C@@]4(C(=O)Nc5ccccc54)[C@@H]3C[C@H]12	13%	-15%	-12%	12%	-4%	-19%&8%	-28%	1	5%
CCS(=O)(=O)N1CCC(C(=O)N2CCC3(CC2)OCCO3)CC1	0%	-1%	0%	0%	8%	2%	1%	-6	-1%
